# High-throughput results (PubChem)
# MITF inh = MITF inhibitors, primary screen, biochemical, AlphaScreen, human. Microphthalmia-associated transcription factor (Homo sapiens), O75030. 650,000 tested, 0.91% active. inhibition, % at 2.6 µM. AlphaScreen MITF homodimerization, bead proximity signal; in the data active = inhibition above about 50%;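 note: 0% = vehicle wells with protein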
# Target sequence (O75030 whole entry, looked up): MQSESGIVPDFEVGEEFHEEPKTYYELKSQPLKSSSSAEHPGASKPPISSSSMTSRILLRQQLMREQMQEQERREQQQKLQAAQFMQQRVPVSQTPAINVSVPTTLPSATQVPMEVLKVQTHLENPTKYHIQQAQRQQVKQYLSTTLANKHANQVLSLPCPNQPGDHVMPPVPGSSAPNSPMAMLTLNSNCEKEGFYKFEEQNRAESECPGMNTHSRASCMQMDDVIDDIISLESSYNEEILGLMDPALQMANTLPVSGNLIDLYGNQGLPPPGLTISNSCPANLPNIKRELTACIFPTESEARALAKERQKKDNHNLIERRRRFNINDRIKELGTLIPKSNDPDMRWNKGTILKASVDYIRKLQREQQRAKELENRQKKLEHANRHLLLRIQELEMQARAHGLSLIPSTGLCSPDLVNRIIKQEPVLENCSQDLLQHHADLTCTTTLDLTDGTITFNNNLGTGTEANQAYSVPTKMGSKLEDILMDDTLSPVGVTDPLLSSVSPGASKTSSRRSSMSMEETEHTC
# FBW7 act = FBW7 E3 ligase activators, primary screen, biochemical, AlphaScreen, human | AlphaScreen FBW7–phospho-cyclin E peptide binding, activator screen | normalized activity (activation), % at 26.1 µM | 650,000 tested, 0.13% active | AID 1259310, 2017; in the data active = normalized activity above about 1.9%;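 note: purified mutant Fbw7 with reduced substrate affinity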
# TEAD-YAP inh = TEAD-YAP interaction inhibition, primary screen, TEAD-YAP interaction inhibitor project, luminescence, HEK-TIYL cells; TEAD-Gal4/YAP UAS-luciferase luminescence; inhibition, % at 9.12 µM; 640,000 tested, 1.4% active; AID 1259422, 2018; in the data active = inhibition above about 32%;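 note: 0% = median of test compound wells and 100% = reference inhibitor wells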
# GPR151 ag = activators of human GPR151, primary screen, cell-based, PathHunter beta-arrestin, luminescence. 650,000 tested, 1% active. AID 1508602, 2020. G-protein coupled receptor 151 (Homo sapiens), Q8TDV0. PathHunter beta-arrestin GPR151 cells. activation, % at 11.2 µM; in the data active = activation above about 4.9%;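 note: 0% = median of compound wells and 100% = cells with positive control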
# Target sequence (Q8TDV0 whole entry, looked up): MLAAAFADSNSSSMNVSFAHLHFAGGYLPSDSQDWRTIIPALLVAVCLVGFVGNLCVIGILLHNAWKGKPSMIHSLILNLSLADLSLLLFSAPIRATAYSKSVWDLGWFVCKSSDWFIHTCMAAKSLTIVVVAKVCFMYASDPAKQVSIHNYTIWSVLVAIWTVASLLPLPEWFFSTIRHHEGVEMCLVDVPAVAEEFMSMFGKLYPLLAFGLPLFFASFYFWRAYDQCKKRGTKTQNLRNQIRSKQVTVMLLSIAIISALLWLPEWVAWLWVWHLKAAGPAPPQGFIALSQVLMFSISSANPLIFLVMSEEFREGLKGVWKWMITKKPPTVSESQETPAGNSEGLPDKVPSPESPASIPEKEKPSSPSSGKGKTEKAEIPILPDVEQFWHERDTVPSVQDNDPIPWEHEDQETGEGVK
# The depositor's hits bear a star.
mol	MITF inh	FBW7 act	TEAD-YAP inh	GPR151 ag
OCCSc1nnc(-c2ccccc2O)n1-c1ccccc1	4	-0.2	-1	-0.5
CC(=O)Nc1nnc(-c2ccccc2SCc2ccccc2)s1	9	-0.1	4	0.3
Cc1ccc(NC(=O)c2nnn(Cc3ccccc3)c2N)cc1C	3	-0.1	-5	0.1
CCOc1ccc2nc(SCCN3CCCCC3)[nH]c2c1	0	0.0	12	-0.7
Cc1nc(N2CCC(C)CC2)c2c(C)c(C(=O)N3CCC(C)CC3)sc2n1	2	0.4	1	0.0
CCC1=NN2C(=N)/C(=C/c3cc(Cl)c(OCCOc4ccc(C)cc4)c(OC)c3)C(=O)N=C2S1	-8	0.5	-38	-0.8
COc1ccc(F)cc1S(=O)(=O)n1nnc2ccccc21	1	-0.8	-9	-0.4
O=C(CC12CC3CC(CC(Br)(C3)C1)C2)NC1=NCCS1	0	0.3	17	-0.2

# Of the compounds above, three have a halogen:
mol	MITF inh	FBW7 act	TEAD-YAP inh	GPR151 ag
CCC1=NN2C(=N)/C(=C/c3cc(Cl)c(OCCOc4ccc(C)cc4)c(OC)c3)C(=O)N=C2S1	-8	0.5	-38	-0.8
COc1ccc(F)cc1S(=O)(=O)n1nnc2ccccc21	1	-0.8	-9	-0.4
O=C(CC12CC3CC(CC(Br)(C3)C1)C2)NC1=NCCS1	0	0.3	17	-0.2

# The list continues:
mol	MITF inh	FBW7 act	TEAD-YAP inh	GPR151 ag
Cc1cc(SCC(=O)NCC2CCCO2)nc(=O)[nH]1 (stereo not given)	3	0.0	-1	-1.6
O=C(CSc1ccccc1C(=O)O)Nc1ccc(Cl)cc1	19	1.0	10	-0.6
CCOc1ccc(-n2nnnc2CN2CCN(C(=O)NCCc3ccccc3)CC2)cc1	-1	0.1	6	0.5
CCCCNC(=S)N(Cc1ccccc1)Cc1ccccc1	-10	0.3	0	1.5
O=C(O)c1ccc2c(c1)C(=O)N(c1ncc([N+](=O)[O-])s1)C2=O	16	0.8	5	-1.0
CC(/C=C/c1ccccc1)=N\Nc1nc2c(c(=O)[nH]c(=O)n2C)n1CCc1ccccc1	15	0.6	-2	0.4
CC[C@H](C)[C@@H]1NC(=O)[C@@H]2C[C@H](NC(=O)Nc3cccc4ccccc34)CN2C1=O	13	1.0	-2	0.1
O=C(CSc1nnnn1C1CCCC1)N1CCOCC1	-6	-0.3	-28	-0.2
COc1ccc(C(=O)Nc2nnc(S(=O)(=O)N(C)c3ccccc3C)s2)cc1OC	2	-0.2	6	1.3
CCCCCCc1cc2cc(-c3nnc(-c4cccc(Cl)c4)o3)c(=O)oc2cc1O	4	0.1	13	-0.4
CCOC(=O)/C(C#N)=C\c1ccc(N2CCN(C)CC2)cc1	13	0.1	8	-1.5
COc1ccccc1OCC(=O)N(Cc1nc(-c2ccc(C)cc2)no1)C(C)C	9	0.1	9	0.8
Cc1ccc(OCC(=O)Nc2ccc(N3CCN(C(=O)C(C)C)CC3)cc2)cc1	5	0.0	11	-0.2
CCOC(=O)N1CCC(N2C(=O)c3ccccc3C2Nc2ccc(C(C)=O)cc2)CC1 (stereo not given)	12	0.0	8	-0.6
COc1ccc(CNS(=O)(=O)c2ccc(F)c(C(=O)Nc3cc(Cl)cc(Cl)c3)c2)cc1	2	-0.1	-2	-0.2
COc1ccc(-c2cn(-c3ccc(OC)cc3)c(SCC(=O)Nc3cccc(C)c3C)n2)cc1	-1	-0.2	10	-0.7
CC(C)(C)c1ccc(CSc2nc3ccc(NC(=O)c4ccc(Cl)cc4Cl)cc3s2)cc1	15	0.3	3	-1.5
CC(C)c1ccc(Nc2nc(N3CCCCC3)nc(N3CCCCC3)n2)cc1	2	-0.1	5	0.5
COc1cc(/C=c2/sc3nc4ccccc4n3c2=O)cc(I)c1OC	2	-0.1	8	3.2
CC(=O)Nc1ccc(S(=O)(=O)N2CCC(O)(c3ccccn3)CC2)cc1	7	-0.2	4	0.0
CCOc1cccc(NC(=O)C2CC(=O)N(C)C2)c1 (stereo not given)	-12	-0.2	1	4.7
O=C1NC(=O)/C(=C/C=C/c2ccccc2)S1	3	0.0	-23	-2.9
Cc1ccc(Nc2nc(-c3ccc(C)c([N+](=O)[O-])c3)cs2)cc1	25	0.2	-28	0.3
CCc1c(C)c(C#N)c2nc3ccccc3n2c1N1CCN(CCOc2ccc(Cl)cc2)CC1	4	0.1	6	-0.7
O=C(OCc1cccc(Br)c1)c1ccc([N+](=O)[O-])cc1	29	0.2	0	-1.3
CN(C)CC(C)(C)CNS(=O)(=O)c1ccc(F)cc1F	8	0.1	-3	1.0
O=[N+]([O-])c1cc(C(F)(F)F)ccc1NC1CCS(=O)(=O)C1 (stereo not given)	2	-0.1	15	-0.6
COc1ccc(C)cc1S(=O)(=O)N(C)CC(=O)Nc1ccc(Oc2ccccc2)cc1	0	0.1	2	1.9
COc1ccccc1/C=C1\NC(=S)N(C2CCCCC2)C1=O	27	0.0	-1	-1.3
CCCCN(C(=O)Nc1ccccc1)C1CCS(=O)(=O)C1 (stereo not given)	7	0.0	-7	0.4
CCOC(=O)N1CCN(C(=O)COc2ccc([N+](=O)[O-])cc2)CC1	11	0.0	10	0.0
Cc1nccn1-c1nc2nonc2nc1Nc1cccc(Br)c1	-3	-0.2	-7	0.0
CCOc1cccc(OCCCNC(C)CC)c1 (stereo not given)	19	-0.2	1	-0.4
N#C/C(=C/c1ccc(OCc2ccccc2)cc1)c1nc(C2CC2)cs1	13	0.0	-1	-1.8
Cc1cc(-c2ccc(NC(=O)C3CCCO3)c(C)c2)ccc1NC(=O)C1CCCO1 (stereo not given)	-8	0.0	-5	-0.6
COCCNC(=O)c1sc2ncnc(N3CCN(c4ccccc4F)CC3)c2c1C	0	-0.3	0	0.4
Cc1ccc(CNC(=O)CSc2nc3ccsc3c(=O)n2Cc2ccc3c(c2)OCO3)cc1	16	-0.1	12	0.7
CCCCCOc1ccc(-c2ccc(C#N)cc2)cc1[N+](=O)[O-]	-13	-0.1	7	0.8
Cc1cccc(NC(=O)CC(C)S(=O)(=O)c2ccc3c(c2)OCC(=O)N3)c1 (stereo not given)	3	-0.1	5	-1.3
COc1cc(C)nc(N2CCC(C(=O)NCc3cccnc3)CC2)n1	-1	-0.1	-1	-1.3
NNC(=O)/C(=C\c1ccccc1)NC(=O)c1ccccc1	-1	0.0	7	1.0
O=[N+]([O-])c1cc(SCc2ccc(Cl)cc2)c2c(C3OCCO3)nn(-c3ccccc3)c2c1	12	0.0	3	0.3
COc1ccc2cc(CN(CCCO)C(=O)c3ccc(C)cc3)c(=O)[nH]c2c1	4	0.0	-4	5.5*
Nc1nnc(-c2ccc([N+](=O)[O-])cc2)s1	3	0.0	12	0.7
O=C(CSc1ncn[nH]1)c1ccc(O)cc1O	-9	-0.1	-1	-3.9
Cc1ccnc(NC(=O)C(=O)Nc2ccc3nc4n(c(=O)c3c2)CCCCC4)c1	-9	-0.1	-6	-0.3
COCC(=O)NNC(=O)c1ccccc1OC	4	0.0	1	2.2
CCOC(=O)c1c(CSc2ccccc2)n(-c2ccccc2)c2cc(Br)c(O)c(CN(C)C)c12	9	-0.1	-3	2.6
Cc1nnc(NC(=O)CN2CCC(O)(c3ccc(F)cc3)CC2)s1	-2	-0.1	2	6.8*
CC(=O)Nc1ccc(Nc2nc(NCc3cccnc3)nc3nc[nH]c23)cc1	3	0.1	-10	-0.5
CCCCOC(=O)Nc1cccc(C(=O)OCC)c1	-7	0.3	-5	2.2
COc1ccc(/C=c2\sc3n(c2=O)C(c2ccc(OC)cc2)C(C(=O)OC(C)C)=C(C)N=3)cc1 (stereo not given)	4	0.5	-3	0.0
COc1cc2cc(C#N)c(SCC(=O)NC(C)(C)C)nc2cc1OC	0	0.0	1	0.4
COc1ccc(O)c(CN2CCN(Cc3cccs3)C(CCO)C2)c1 (stereo not given)	-5	-0.1	-15	-0.3
COCCN(C(=S)Nc1c(C)cccc1C)C1CCN(C(C)=O)CC1	-1	-0.1	1	1.3
COc1cccc(NC(=O)CSc2nn3c(=O)c(C)nnc3s2)c1	22	-1.5	2	1.8

# Continued:
mol	MITF inh	FBW7 act	TEAD-YAP inh	GPR151 ag
CN(c1ccc(C(=O)O)cc1)S(=O)(=O)c1ccc(Cl)cc1	-7	0.0	-5	0.8
NC(=O)c1cc(N2CCCC2CO)nc2ccccc12 (stereo not given)	-6	0.0	1	-0.1
CC(=O)N/N=C/c1ccc(Sc2ccc(C)cc2)o1	0	0.1	5	0.6
CN(C)c1ccc(/C=N/Nc2nncc(-c3ccccc3)n2)cc1	15	0.0	-1	0.4
CCOc1ccccc1-n1c(=S)sc2c(=O)n(-c3ccccc3C)c(SCC(=O)N(CC)CC)nc21	11	0.0	10	0.2
O=C(Nc1ccccc1)C(=O)NC1CCCCC1	12	0.2	-52	-0.3
COc1ccc(OC)c(NC(=O)C2CCCCC2C(=O)O)c1 (stereo not given)	14	0.3	9	0.3
CCCN1C(=O)/C(=C/c2nc3ccccc3c(=O)n2-c2ccccc2[N+](=O)[O-])c2cc(Br)ccc21	-5	-0.1	0	-0.5
Cc1cc(Cl)ccc1OCC(=O)N/N=C\c1ccccc1[N+](=O)[O-]	22	0.1	6	0.6
Nc1ncnc(Nc2ccc(F)c(F)c2)c1[N+](=O)[O-]	6	0.2	5	-0.2
Cc1cc(C)c2c(c1)CC(C)(C)c1nc3nonc3nc1-2	13	0.1	-4	-1.9
CCc1ccc(NC(=O)C(=O)NCCN2CCN(Cc3ccccc3F)CC2)cc1	17	-0.1	7	0.2
O=S(=O)(c1ccc(F)cc1)N(c1cccnc1)S(=O)(=O)c1ccc(F)cc1	-1	-0.3	14	2.6
O=[N+]([O-])c1ccc(OC2=NS(=O)(=O)c3ccccc32)cc1	-5	-0.2	-1	-0.9
CC(=O)c1cccc(NC(=O)c2ccc(C)c(I)c2)c1	10	0.0	-64	0.0
COc1cc(-c2ccc3c(c2)COC2(CCN(C(=O)C4CC4)CC2)O3)cc(OC)c1OC	-19	-0.1	-1	-1.7
C/C(=N\NC(=O)c1ccccn1)c1ccncc1	5	-0.3	-23	-2.4
CCNC(=O)COC(=O)c1ccc(N2C(=O)c3cccc4cccc(c34)C2=O)cc1	8	0.0	-1	0.8
CC1CCN(Cc2nnnn2CC(=O)N2CCCC(C(=O)c3ccccn3)C2)CC1 (stereo not given)	4	-0.1	0	-1.3
COc1ccc(Cl)cc1-c1ccc(/C=N/N2C(=O)C3C4C=CC(C5CC45)C3C2=O)o1 (stereo not given)	-10	-0.3	-7	2.0
CCC(CC)NCC(=O)NCc1ccc(C(=O)OC)cc1	30	0.0	16	0.5
COc1ccc(Nc2cc(C)nc3c(C)cc(C)c([N+](=O)[O-])c23)cc1	4	-0.4	-9	1.5
CCOc1ccccc1N(C)C(=O)c1sc2ncn(CC(=O)N3CCCCC3C)c(=O)c2c1C (stereo not given)	17	0.6	-11	-1.4
COC(=O)c1ccc(NC(=O)CC2C(=O)N(C)C(=S)N2Cc2ccc(Cl)cc2)cc1 (stereo not given)	-2	-0.3	0	2.8
CCOc1ccc(OCC)c2sc(C)nc12	-13	0.0	4	1.8
CC(C(=O)NCC1(c2ccccc2)CCOCC1)N1CCOCC1 (stereo not given)	-3	-0.1	-1	0.0
COc1ccc(Nc2ccc(N3C(=O)C4C5C=CC(C5)C4C3=O)cc2[N+](=O)[O-])cc1Cl (stereo not given)	17	-0.1	7	-0.3
COc1ccc(/C=N/NC(=O)c2ccc(-c3ccccc3)cc2)cc1O	0	-0.1	-7	-0.5
CCOc1cc(C=C2C(=O)NC(=O)NC2=O)ccc1OCCOc1ccccc1	-2	0.0	7	-1.4
C/C(=N/NC(=O)c1ccc([N+](=O)[O-])cc1)c1ccc([N+](=O)[O-])cc1	-10	-0.4	-1	-0.1
COc1cc(S(=O)(=O)N2CCOCC2)ccc1NC(=O)CSCCO	-9	-0.3	-5	2.3
Cn1nnc2cc(C(=O)N3CCCCC3)ccc21	4	-0.1	2	1.4
O=S(=O)(Nc1cccc(-c2cn3c(n2)SCC3)c1)c1cccs1	6	-0.1	1	1.6
O=S(=O)(c1ccccc1Br)N1CCC(O)(c2cccnc2)CC1	1	1.4	5	-1.8
O=C1NC(c2ccc(Cl)c([N+](=O)[O-])c2)=N/C1=C\c1ccccc1F	2	-0.2	4	0.3
CCN(CC)C(=O)c1c[nH]c2ccc(S(=O)(=O)Nc3ccccc3F)cc2c1=O	2	-0.3	-11	0.4
CCn1c(COc2ccccc2OC)nnc1SCC(=O)N1CCCC1	17	0.1	0	-0.3
O=C(CCOc1ccccc1)Nc1ccnn1C1CCN(C2CCOCC2)CC1	10	0.1	1	-2.7

# Rewritten field by field: entries from further up
SMILES: CCN(CC)C(=O)c1c[nH]c2ccc(S(=O)(=O)Nc3ccccc3F)cc2c1=O
- MITF inh: 2
- FBW7 act: -0.3
- TEAD-YAP inh: -11
- GPR151 ag: 0.4

SMILES: CCn1c(COc2ccccc2OC)nnc1SCC(=O)N1CCCC1
- MITF inh: 17
- FBW7 act: 0.1
- TEAD-YAP inh: 0
- GPR151 ag: -0.3
